# FLuc counter: firefly luciferase modulation, counter-screen for miR-21 project; AID 588342; P08659; purified FLuc, Km substrates, luminescence inhibition; actives 6.9% (n = 360,000); Potency, µM (doses to about 57.5 µM), inactives show at the top dose activity change, negative = inhibition, usual class: inhibitors;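 also: potency is read from the fitted curve at half-maximal effect; plate controls were vehicle for no effect and reference inhibitor for full effect; nearly all actives have a fitted effect of over 55% in size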
# Target sequence (P08659 whole entry, looked up): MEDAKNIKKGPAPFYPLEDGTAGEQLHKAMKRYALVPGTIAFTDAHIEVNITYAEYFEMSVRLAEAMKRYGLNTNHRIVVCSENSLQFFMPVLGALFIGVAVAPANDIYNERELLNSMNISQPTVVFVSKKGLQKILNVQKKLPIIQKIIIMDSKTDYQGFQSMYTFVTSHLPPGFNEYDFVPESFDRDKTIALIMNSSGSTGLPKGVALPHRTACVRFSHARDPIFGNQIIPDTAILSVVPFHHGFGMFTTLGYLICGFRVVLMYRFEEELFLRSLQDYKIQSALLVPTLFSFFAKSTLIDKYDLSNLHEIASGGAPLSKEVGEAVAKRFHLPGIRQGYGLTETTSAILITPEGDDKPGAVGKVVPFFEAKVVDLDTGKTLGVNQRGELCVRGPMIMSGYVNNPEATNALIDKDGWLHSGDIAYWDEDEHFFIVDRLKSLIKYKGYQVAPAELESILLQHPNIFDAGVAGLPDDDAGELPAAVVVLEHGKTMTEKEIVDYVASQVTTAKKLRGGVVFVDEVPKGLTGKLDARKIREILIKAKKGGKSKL
#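 Biochemical qHTS of compounds, final roughly 60 µM downward over six points, against 10 nM purified firefly luciferase using Km concentrations of substrates (10 uM D-luciferin, 10 uM ATP) in Tris acetate pH 7.5 buffer; luminescence output.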
# ELG1 genotoxic: genotoxicity induction in ELG1-luciferase HEK293T cells. HEK293T ELG1-luciferase reporter, luminescence, 16 h. Potency, µM (doses to about 46 µM), inactives show at the top dose activity change, positive = activation, usual class: activators. actives 1.3% (n = 330,000). AID 504466; also: potency is read from the fitted curve at half-maximal effect; % of control where 0% means no effect; nearly all actives have a fitted effect of over 60% in size
#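 Step 1: seed 2,000 HEK293T ELG1-luciferase cells per well. Step 2: add compound or DMSO, incubate 16 hr at 37 °C. Step 3: ONE-Glo, 30 min at room temperature, read luminescence.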
# BRCA1 expr act: activators of BRCA1 expression. actives 1.1% (n = 380,000). Potency, µM (doses to about 46.1 µM), for the others: at the highest dose activation, actives largely listed as activators. MCF7-BRCA1-FFLuc reporter, luminescence, 48 h; response scale: scaled: vehicle 0%, 10 µM genistein 100%; also: potency is read from the fitted curve at half-maximal effect; nearly all actives have a fitted effect of over 80% in size; some results filed as inactive show a strong effect at the top dose
#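 Cells: MCF7-BRCA1-FFLuc, 2000/well. Exposure: 48 h, 37 °C, 5% CO2. Read: luminescence, 15 min post-substrate. Controls: genistein 10 microM (maximal activation), DMSO (neutral).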
# Menin MLL FP TR: menin-MLL binding inhibition, Texas Red mutant peptide; O00255; Menin + Texas Red MLL mutant peptide, fluorescence polarization; Potency, µM (series often up to 61.6 µM), for the others: top-dose FP activity change, negative = inhibition, usual class: inhibitors; actives 0.23% (n = 270,000); active = well fitted inhibition curve with a large enough effect in the polarisation, with a control signal flat, not every such curve was filed as active; inconclusive = small, poorly fitted or top-dose-only effect, or effect the other way, or a change in a side signal; inactive = no such curve, though single readings can be large or run the other way; the % refers to the polarisation; also: potency is read from the fitted curve at half-maximal effect; % of control where 0% means no effect; many of its hits are not listed in these tables
# NPC1 prom act: NPC1 promoter activation; actives 2.4% (n = 320,000); Huh7 NPC1 promoter luciferase reporter, 24 h; Potency, µM (highest dose often 9.22 µM), inactives show at the top dose activation, usual class: activators;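 also: potency is read from the fitted curve at half-maximal effect; % of control where 0% means no effect; nearly all actives have a fitted effect of over 60% in size; reporter is driven by a mutant NPC1 promoter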
#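 Huh7 reporter cells (NPC1 promoter driving luciferase) are dosed with compound for 24 h at 37 °C, 5% CO2; luciferase detection reagent is then added and luminescence measured after 10 min at ambient temperature.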
# RORg inh: ROR gamma (mouse) transcription inhibition; P51450; Drosophila S2 Gal4-RORgamma UAS-luciferase reporter, 20 h; Potency, µM (titrated, usually from 53.6 µM), inactives show at the highest dose activity change, negative = inhibition, actives largely listed as inhibitors; actives 5.4% (n = 310,000); AID 2551; also: potency is read from the fitted curve at half-maximal effect; % is scaled to controls: 0 for no effect and ±100 for the full control effect; nearly all actives have a fitted effect of over 60% in size
# Target sequence (P51450 whole entry, looked up, the tested form may be a part): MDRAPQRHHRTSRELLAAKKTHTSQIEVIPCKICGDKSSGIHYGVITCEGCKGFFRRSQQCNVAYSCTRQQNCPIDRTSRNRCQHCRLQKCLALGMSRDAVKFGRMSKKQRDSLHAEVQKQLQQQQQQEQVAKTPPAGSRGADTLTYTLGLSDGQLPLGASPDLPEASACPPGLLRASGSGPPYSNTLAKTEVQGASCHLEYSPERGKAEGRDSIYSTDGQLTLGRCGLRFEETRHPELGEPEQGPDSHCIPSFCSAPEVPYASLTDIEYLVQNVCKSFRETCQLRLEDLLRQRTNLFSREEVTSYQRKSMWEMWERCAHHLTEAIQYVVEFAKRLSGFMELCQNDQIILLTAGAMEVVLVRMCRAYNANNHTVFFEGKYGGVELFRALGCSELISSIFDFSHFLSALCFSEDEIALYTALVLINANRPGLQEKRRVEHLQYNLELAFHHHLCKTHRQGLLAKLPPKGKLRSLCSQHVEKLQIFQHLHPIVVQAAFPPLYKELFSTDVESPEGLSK
#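 Drosophila S2 cells stably expressing Gal4-DBD/mouse RORγ fusion under metallothionein promoter plus UAS-luciferase; compound 1 h, then 700 uM CuSO4 induction for 20 h at ambient temperature; inhibition read as reduced luminescence.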
# Gal4-VP16 FLuc: Gal4-VP16 reporter inhibition counter-screen | Drosophila S2 Gal4-VP16 UAS-luciferase, luminescence, 20 h | Potency, µM (highest dose often 53.6 µM), for inactives: at the top dose activity, negative = inhibition, actives largely listed as inhibitors | actives 3.5% (n = 310,000);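 also: Gal4-VP16 expression switched on by copper sulfate through the metallothionein promoter; potency is read from the fitted curve at half-maximal effect; % is scaled to controls: 0 for no effect and ±100 for the full control effect; nearly all actives have a fitted effect of over 50% in size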
# p53 reactivator: mutant p53 re-activation in reporter cells. H1299 p53-A138V BP100-luciferase reporter, luminescence, 24 h. Potency, µM (titrated, usually from 92.2 µM), inactives show at the highest dose activity change, positive = activation, most hits filed as activators. actives 0.063% (n = 320,000). AID 504706; also: potency is read from the fitted curve at half-maximal effect; % of control where 0% means no effect; nearly all actives have a fitted effect of over 45% in size
#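 p53-null H1299 cells stably carrying temperature-sensitive p53-A138V and a BP100-luciferase reporter were pinned with compounds (4-point, 1:5 series) and held 24 hrs at 37 deg C. Luminescence was read 10 min after detection reagent.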
# Rab9 prom act: Rab9 promoter activation; actives 2.8% (n = 320,000); Potency, µM (titrated, usually from 9.22 µM), without a hit: at the highest dose activation, negative = inhibition, usual class: activators; Huh7 Rab9 promoter-luciferase reporter, luminescence, 24 h; also: potency is read from the fitted curve at half-maximal effect; % of control where 0% means no effect; nearly all actives have a fitted effect of over 60% in size
#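 Using Huh7 cells stably transfected with Rab9 promoter–luciferase, compounds were incubated 24 h at 37 °C, 5% CO2; luciferase luminescence was read 10 min after reagent addition.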
# PKM2 activator: PKM2 (human) enzyme activation | P14618 | purified PKM2, Kinase-Glo ATP luminescence, activation; response scale: 0% is enzyme alone, no compound | Potency, µM (titrated, usually from 57.5 µM), for the others: at the highest dose activation, actives largely listed as activators | actives 0.34% (n = 260,000) | AID 1631; also: potency is read from the fitted curve at half-maximal effect; % is scaled to controls: 0 for no effect and ±100 for the full control effect; nearly all actives have a fitted effect of over 55% in size
#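 ATP formation by purified human PK-M2, quantified via coupled luciferase luminescence after 1 h at room temperature with 0.1 mM ADP and 0.5 mM PEP final.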
# Giardia kill: Giardia lamblia killing | activity change, % at 7.66 µM, hits read low | actives 0.15% (n = 340,000) | AID 540267 | Giardia lamblia trophozoite viability; in the data active = activity change below about -80%; inconclusive = between about -30% and that limit;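 also: parasites exposed to compound for two days anaerobically before the ATP read; % is scaled to controls: 0 for no effect and ±100 for the full control effect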
#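 Anaerobic 48 hrs incubation at 37 deg C of 100 trophozoites/well with test compounds; ATPLite 1-Step luminescence, 15-30 min RT, reports cellular ATP as viability.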
# * = called active by the depositor; ? = inconclusive; . = no result given; & = joins results of further samples; [ ] = another dose, or the depositor's remark. Unless noted, calls follow the shape of the dose curve; as a rule, active = well fitted curve in the direction sought with a large enough effect; inconclusive = small, poorly fitted or top-dose-only effect, or another doubt; inactive = no such curve, though single readings can be large; an effect the other way counts as inactive or inconclusive. These rows are one share of the data; rates above refer to the full screens.
SMILES,FLuc counter,ELG1 genotoxic,BRCA1 expr act,Menin MLL FP TR,NPC1 prom act,RORg inh,Gal4-VP16 FLuc,p53 reactivator,Rab9 prom act,PKM2 activator,Giardia kill
CC(=O)Nc1ccc(S(=O)(=O)N(C)CC(=O)OCC(=O)Nc2ccc3c(c2)OCO3)cc1,0%,0%,-17%,-1%,0%,-7%,-5%,10%,-3%,-2%,-11
COC(=O)c1ccc(Oc2ccc3nncn3n2)cc1,1%,0%,0%,10%,-3%,-40%,1%,-10%,-5%,-17%,-5
Cc1cc2c(cc1S(=O)(=O)CCC(=O)NC1CCC(C)CC1)OCC(=O)N2 (centres undefined),1%&2%,-1%,-10%,-6%,-4%,-15%,-2%,9%,2%,3%,-6
Cc1ccc(/C=C(/NC(=O)c2ccccc2)C(=O)NCCc2c[nH]c3ccccc23)o1,-21%,-5%,-7%,2%,0%,27%,-8%,-4%,6%,-4%,3
Cc1nc2ccccc2c(=O)n1-c1cccc(NC(=O)c2cccs2)c1,?,-4%,-13%,.,-3%,.,.,-7%,2%,.,18
COc1ccc(C(=O)NCC(=O)OCc2ccc([N+](=O)[O-])cc2)cc1,6%,-2%,-22%,18%,0%,-4%,1%,-1%,-4%,-1%,16
Nc1nnc(SCC(=O)Nc2cccc(Cl)c2)s1,2%,2%,6%,.,-2%,.,.,-6%,-4%,.,-6
CCOC(=O)/C(C#N)=N/Nc1ccccc1OC,?,3%,53%,5%,2%,-6%,-4%,?,3%,-1%,16
N[C@@H](Cc1cc(I)c(O)c(I)c1)C(=O)O,9%,-3%,2%&-11%,3%,9%,12%,-21%,4%,2%,-3%,-6&66
COc1ccc(NC(=O)CN(C)S(=O)(=O)c2ccc3c(c2)CCC(=O)N3)c(OC)c1,-6%&-1%,1%,0%,5%,-1%,-35%,0%,5%,0%,6%,12
Cc1cccc(NC(=O)c2ccccc2OCC(=O)N2CCCC2)c1C,-10%,4%,.,-7%,-2%,8%,4%,2%,-4%,0%,.
CCCCNS(=O)(=O)c1ccc(NC(=O)C2c3ccccc3Oc3ccccc32)cc1,2%,7%,-26%,?,1%,?,?,-1%,9%,-1%,-13
CC(C)(C)NC(=O)NC(=O)CSc1n[nH]c(-c2ccccc2Br)n1,-15%,-7%,-6%,-3%,1%,60%,5%,-3%,-11%,-3%,-15
CCC(=O)Nc1c(-c2ccccc2Cl)c(=O)c2ccccc2n1CC,0%,-3%,0%,12%,1%,11%,-4%,6%,11%,.,-13
Cc1ccc2nc(C)c3c(c2c1)COC3,-10%,4%,-5%,-6%,0%,-34%,-16%,4%,0%,-1%,-4
O=[N+]([O-])c1ccc(Oc2c(F)c(F)nc(N3CCCC3)c2F)cc1,-3%,.,-23%,12%,.,31%,15%,.,.,1%,-5
CN1CCN(C2=NC3(CCCC3)C(C#N)C(=O)N2)CC1 (centres undefined),1%,-3%,3%,1%,-2%,5%,-12%,-7%,-7%,-2%,15
Fc1ccc(-c2nnsc2Sc2ccccn2)cc1,-15%,?,66%,-7%,12%,-27%,4%,0%,29%,-7%,-2
COc1cc(C)nc(NC(=O)NC(=O)c2ccc(C(F)(F)F)cc2)n1,0%,0%,-2%,5%,-1%,-2%,-10%,4%,-4%,0%,-11
Clc1cccc2sc(N3CCCC3)nc12,?,?,?,18%,16%,2%,3%,?,-3%[1.84 µM],-5%,-5
C#CCNC(=O)C1=C[C@H](C2CCCCC2)[C@@H](CCCO)[C@H](OCC)O1,2%,-1%,8%,-28%,0%,11%,4%,-3%,-2%,-1%,29
Cn1c(CSc2nc3ccccc3s2)nnc1SCC(=O)NCCCN1CCOCC1,0%,0%,-3%,-9%,0%,-19%,-4%,-1%,1%,0%,5
CC1CN(Cc2ccccc2Cl)CC(C)O1 (centres undefined),-2%,.,16%,4%,.,0%,0%,.,.,8%,3
CCOC(=O)/C(C#N)=C1\CCCN1CC(N)=S,1%,5%,0%,1%,-6%,?,2%,-7%,-1%,2%,2
Cc1cc(=O)n2c(C(=O)Nc3ccc(C(=O)OC(C)C)cc3)c(C(=O)Nc3ccccc3)sc2n1,2%,11%,-19%,?,0%,-2%,-24%,-2%,-1%,0%,-10
O=C(Oc1c(-c2ccccc2Cl)oc2ccccc2c1=O)c1ccc(Cl)cc1,-2%,-8%,1%,-3%,-1%,21%,23%,19%,-1%,-1%,-19
O=S(=O)(c1cccc(F)c1)N1CCC(CO)(Cc2cccc(F)c2)CC1,0%,-4%,-25%,-12%,0%,18%,3%,2%,-4%,7%,-17
O=C(CC1c2ccccc2Oc2ccccc21)NCc1ccco1,0%,-3%,-26%,2%,1%,26%,-4%,-17%,-6%,-5%,-12
CCOC(=O)C1=C(C)NC(C)=C(C(=O)OCC)C1C(=O)OCC(=O)N1CCc2ccccc2C1,5%,0%,-46%,-14%,-5%,38%,2%,18%,4%,6%,2
CCN(CC)c1ccc(NC(=O)Cn2c(C(C)NC(=O)c3ccccc3)nc3ccccc32)cc1 (centres undefined),3%,29%,-1%,1%,-2%,4%,23%,12%,-1%,-1%,-12
CC1CC(C)CN(CCCNC(=O)CN2C(=O)COc3ccc(S(=O)(=O)N4CCOCC4)cc32)C1 (centres undefined),2%,0%,9%,3%,-7%,-8%,-6%,0%,-2%,-5%,-15
C=CCN(CC=C)CCCOc1ccccc1C(=O)OC,0%,-6%,-5%,-1%,-6%,7%,-6%,-3%,-9%,-13%,-18
CC(C)CNc1c(N)c(=O)oc2ccccc12,3%,1%,-8%,.,0%,11%,3%,-2%,-1%,2%,9
C/C(Cc1ccccc1)=N\NC(=O)CNC(=O)COc1ccccc1,5%,1%,-9%,.,-7%,0%,-7%,-1%,-1%,1%,7
CN(CCCN1CCOCC1)C(=O)c1cc(COc2ccc(F)cc2F)on1,0%,2%,0%,.,-1%,7%,10%,1%,-8%,.,33[activator]
Cc1cc(C)n(CCNS(=O)(=O)c2ccccc2)n1,-1%,-4%,0%,-6%,-9%,-9%,8%,-7%,-1%,-8%,-7
CCCn1c(SCC(=O)Nc2cccc(C)n2)nnc1C(C)C,-3%,1%,22%,-8%,1%,-3%,-17%,-2%,3%,-5%,-1
C=CCn1c(N)cc(=O)nc1SC(C)C(=O)Nc1ccc(C(=O)OCC)cc1 (centres undefined),0%,4%,-1%,-1%,5%,15%,-2%,-8%,3%,-1%,44[activator]
Cc1ccccc1OCC(=O)Nc1ccc(N2CCN(C(=O)C(C)C)CC2)c(Cl)c1,4%,-22%,-86%,-9%,-14%,?,-13%,11%,-19%,3%,16
CCCCN(C(=O)c1cc(OC)c(OC)c(OC)c1)C1=CC2CCC(C1)N2C (centres undefined),7%,-3%,0%,7%,?,3%,3%,0%,23%,-1%,2
O=C(CCS(=O)(=O)c1cccc2nonc12)NC1CCCCCC1,-4%,6%,20%,2%,0%,-31%,27%,7%,1%,-8%,0
Cc1ccc(C(=O)N/C(=C/C=C\c2ccccc2)C(=O)NCc2ccco2)cc1,-10%,-8%,5%,0%,?,?,0%,4%,3%,6%,3
O=C1CCc2cc(S(=O)(=O)N3CCCCC3)cc3c2N1CC3,3%,?,9%,.,-4%,.,.,-8%,1%,.,10
Cn1cccc1/C=N/n1c(-c2ccc(Cl)cc2)n[nH]c1=S,3%,-2%,-11%,-26%,-4%,2.5µM*,?,-2%,-6%,-3%,3
COc1ccc(NC(=O)CCC(=O)N/N=C/c2ccncc2)cc1,0%,0%,6%,.,-2%,5%,-4%,2%,-3%,6%,-19
CCn1c(CCNC(=O)c2ccc(C)cc2)n[nH]c1=S,-15%,2%,9%,-2%,-1%,6%,25%,17%,-3%,-5%,-1
Cc1n[nH]c(C)c1CCC(=O)N/N=C/c1c(C)[nH]c2ccccc12,-15%,-2%,-36%,.,4%,-2%,-4%,-3%,5%,0%,-17
COc1ccc(S(=O)(=O)N(C)CC(=O)NCc2cccnc2)cc1Cl,0%,1%,-2%,.,0%,-1%,-4%,-5%,-5%,-5%,-13
COc1ccc2c(Cl)c(C(=O)OCC(=O)c3ccc4c(c3)NC(=O)CO4)sc2c1Cl,1%,0%,17%,.,-6%,33%,1%,-1%,-6%,5%,-21
COc1ccccc1-c1ccc(SCc2cccc(F)c2)nn1,24µM*,7%,-6%,-1%,12%,43%,-4%,-1%,19%,-5%,-11
Cc1ccc2ccc(C(Nc3ccccn3)c3ccccc3)c(O)c2n1 (centres undefined),-14%&-3%,1%,-35%,4%[11.7 µM],0%,5µM*,4.5µM*,23%,2%,1%,10

# Bioassay records (PubChem)
